Bioassay records: PubChem BioAssay, Sanford-Burnham Center for Chemical Genomics
mIAP act: increases mouse intestinal alkaline phosphatase activity; activation factor at 10 µM; 330,000 compounds, 0.24% hits; muIAP, CDP-Star luminescence, 30 min; active compounds read high; 1 = vehicle-only enzyme signal, 0 = enzyme-free wells;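 active = activation factor of at least 2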; note: the source names both 10 and 20 µM as test concentration; values of inactives mirror those of a sister screen read the other way
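System: mouse IAP enzyme. Reagent: CDP-Star chemiluminescent phosphatase substrate. Benchmarks: DMSO wells, no-enzyme wells. Times: 30 min enzyme-substrate-compound incubation at room temperature. Detection: luminescence from enzymatic CDP-Star hydrolysis. Doses: test compounds delivered from DMSO solution.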
ATG4B inhibitor: ATG4B (human) cysteine protease inhibition; 340,000 compounds, 0.51% hits; inhibition, % at 8.33 µM; ATG4B cleavage of LC3-PLA2, NBD-HPC fluorescence, 1 h; Q9Y4P1; in the data active = inhibition above about 40%
Target sequence (Q9Y4P1 whole entry, looked up): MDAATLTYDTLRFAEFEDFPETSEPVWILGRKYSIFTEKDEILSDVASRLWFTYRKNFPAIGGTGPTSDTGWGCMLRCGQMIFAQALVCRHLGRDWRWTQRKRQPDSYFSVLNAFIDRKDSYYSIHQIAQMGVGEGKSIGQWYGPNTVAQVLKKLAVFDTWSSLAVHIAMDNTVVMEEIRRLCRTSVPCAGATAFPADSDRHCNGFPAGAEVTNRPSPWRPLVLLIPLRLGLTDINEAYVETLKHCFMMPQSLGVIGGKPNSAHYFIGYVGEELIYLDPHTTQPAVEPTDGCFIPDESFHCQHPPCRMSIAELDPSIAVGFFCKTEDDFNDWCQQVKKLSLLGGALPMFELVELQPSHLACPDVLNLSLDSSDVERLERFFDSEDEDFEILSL
TIM10 inh: TIM10 yeast growth inhibition | inhibition, % at 10 µM | 330,000 compounds, 1.4% hits | S. cerevisiae TIM10 strain growth, BacTiter-Glo luminescence, 24 h | AID 463195;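 active = inhibition of 40% or more at the single tested concentration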;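 note: wild-type TIM10 isogenic control strain grown at permissive 25 °C; 0% = DMSO yeast wells and 100% = minimal medium wells without yeast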
NALP3 yeast inh: blocks the NALP3 inflammasome reconstituted in yeast. Yeast reconstituted NLRP3/ASC/caspase-1, beta-gal luminescence, 24 h. inhibition, % at 10 µM. 330,000 compounds, 0.39% hits. AID 2825;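 active = inhibition of 50% or more; inactive = inhibition below 50%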;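 note: plate controls were induced DMSO wells for no effect and uninduced yeast grown without galactose for full effect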
tim10-1 inh: growth inhibitors of tim10-1 mutant yeast. AID 463190. inhibition, % at 20 µM. 330,000 compounds, 2.2% hits. S. cerevisiae tim10-1 ts strain growth, BacTiter-Glo, 24 h;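 active = inhibition of at least 40%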;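 note: mutant grown at 25 °C; 0% = DMSO wells with yeast and 100% = wells holding no yeast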
hIAP activ: increases human intestinal alkaline phosphatase activity. P09923. purified human IAP, CDP-Star luminescence, 30 min; active compounds read high; 1 = vehicle-only enzyme, 0 = enzyme-free background. activation factor at 10 µM. 330,000 compounds, 0.16% hits;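 active = activation factor of the enzyme at least 2-fold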; note: the source names both 10 and 20 µM as test concentration; values of inactives mirror those of a sister screen read the other way
Target sequence (P09923 whole entry, looked up): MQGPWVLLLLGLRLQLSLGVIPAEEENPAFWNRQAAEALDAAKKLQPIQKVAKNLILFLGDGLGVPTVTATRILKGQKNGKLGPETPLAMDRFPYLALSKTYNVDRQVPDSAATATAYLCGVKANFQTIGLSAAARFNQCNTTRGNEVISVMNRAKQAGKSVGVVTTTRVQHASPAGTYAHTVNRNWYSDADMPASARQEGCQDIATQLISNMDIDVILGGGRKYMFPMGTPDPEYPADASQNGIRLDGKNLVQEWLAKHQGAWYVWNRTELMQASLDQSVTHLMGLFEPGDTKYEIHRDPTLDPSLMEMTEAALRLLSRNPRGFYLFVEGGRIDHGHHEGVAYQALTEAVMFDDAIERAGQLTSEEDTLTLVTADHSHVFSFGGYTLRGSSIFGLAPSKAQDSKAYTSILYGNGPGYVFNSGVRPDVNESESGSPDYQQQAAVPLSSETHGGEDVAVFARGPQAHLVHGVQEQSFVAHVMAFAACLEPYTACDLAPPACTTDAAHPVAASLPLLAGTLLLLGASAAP
hIAP block: human IAP inhibition; purified IAP, CDP-Star luminescence, 30 min; inhibition, % at 10 µM; 330,000 compounds, 0.12% hits;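 active = inhibition reaching a set limit with compound at 10 µM in the primary screen, cut at about 35% in these data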;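 note: plate controls were DMSO wells with enzyme for no effect and no-enzyme buffer wells for full effect; values of inactives mirror those of a sister screen read the other way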
Apaf-1 inh: inhibitors of human Apaf-1 apoptosome; O14727; reconstituted apoptosome caspase-3 activity, DEVD-Rh110 fluorescence; inhibition, % at 20 µM; 330,000 compounds, 0.71% hits; active = inhibition of at least 40% at 20 µM;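 note: plate controls were DMSO wells for no effect and DEVD-CHO caspase inhibitor wells for full effect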
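System: reconstituted apoptosome with Apaf-1, cytochrome c, caspase-9, procaspase-3, dATP; Signal: Rh110 fluorescence intensity; Schedule: 30 min compound preincubation, 50 min activation, room temperature; Reagent: cytochrome c trigger plus (Z-DEVD)2-Rh110 caspase-3 substrate.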
mIAP inh: mouse IAP inhibition | AID 2806 | 330,000 compounds, 0.2% hits | purified mouse IAP, CDP-Star luminescence, 30 min | inhibition, % at 10 µM;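 active = inhibition of at least 40% at 10 µM in the primary screen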;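 note: plate controls were DMSO with enzyme for no effect and no enzyme wells for full effect; values of inactives mirror those of a sister screen read the other way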
Active calls of the source: *; . = not tested or not shown.

SMILES	mIAP act	ATG4B inhibitor	TIM10 inh	NALP3 yeast inh	tim10-1 inh	hIAP activ	hIAP block	Apaf-1 inh	mIAP inh
COc1ccc(NC(=O)CN2C(=O)c3ccccc3Sc3ccc(C(=O)N4CCOCC4)cc32)c(OC)c1	1.1	7	2	4	17	1.1	-6	-3	-11
O=C(COC(=O)/C=C/c1ccc(F)cc1)Nc1cccc(S(=O)(=O)N2CCCC2)c1	0.91	-3	4	6	9	0.9	10	11	9
COc1ccccc1NS(=O)(=O)c1cc(NC(=O)c2ccccc2[N+](=O)[O-])ccc1N1CCOCC1	0.9	-14	0	8	13	0.88	12	-3	10
Cc1ccc(Sc2cc(C)nc(-c3ccccn3)n2)cc1	0.84	-13	24	51*	22	0.96	4	-5	16
CC1=NN(C(=O)c2ccc(Cn3nc(C)c([N+](=O)[O-])c3C)o2)C(O)(C(F)(F)F)C1 (centres undefined)	1	-4	6	9	1	1.1	-13	4	-3
COc1ccc(-c2coc3cc4oc(=O)cc(C)c4cc23)cc1F	1	-9	12	0	20	0.88	12	0	0
CCOc1ccc(CCNC(=O)CS(=O)Cc2nc(-c3ccc(C)cc3)oc2C)cc1OCC (centres undefined)	1.1	-6	10	6	18	1.3	-28	4	-9
O=C(/C=C/c1ccccc1)NCCc1ccc2c(c1)OCCO2	1.1	2	-2	19	-35	0.91	9	-8	-6
Cc1ccc(-n2nc3ccc(NC(=O)c4ccc5c(c4)OCO5)cc3n2)cc1	0.91	-2	-10	0	-5	0.86	14	14	10
CC(NC(=O)c1ccccc1Cl)C1CC2CCC1C2 (centres undefined)	0.96	3	-22	39	13	1	0	13	4
CCN1CCSc2ccc(C(=O)NCc3ccccc3Br)cc21	1.3	38	14	0	22	1	-2	13	-29
O=C(NCCc1ccco1)c1ccc(OCc2cn3ccccc3n2)cc1	0.9	-8	-12	6	-7	1.1	-10	-7	10
O=C(CNc1cccc2ccccc12)N/N=C/C=C/c1ccco1	0.39	-4	25	10	1	0.9	10	18	61*
Cc1oc(-c2ccc(Cl)cc2)nc1CN1CCCC(C(=O)N2CCOCC2)C1 (centres undefined)	1	-5	0	11	7	1.1	-14	8	-2
Cc1cc(-c2c(C)[nH]n(-c3ccc(Cl)cc3)c2=O)n[nH]1	0.98	-10	-6	3	14	1.1	-14	2	2
COc1ccc(C(c2nnnn2Cc2ccccc2)N2CCN(c3ccccc3)CC2)cc1 (centres undefined)	1.1	-13	8	2	21	0.91	9	24	-11
COC(=O)CSc1nnc(-c2ccncc2)o1	0.92	0	-15	-6	1	1.1	-10	-2	8
COc1ccc(N/C(=C/[N+](=O)[O-])SC)cc1	1	-4	8	-2	-1	1.1	-14	-6	-2
CCC(=O)N/C(=N/c1nc(C)cc(C)n1)Nc1ccc(OC)cc1	1	1	18	14	23	1.4	-36	-21	0
COc1ccc(C2CC(=O)c3cnc(NC(=O)c4ccccc4OC)nc3C2)c(OC)c1 (centres undefined)	0.99	2	1	28	16	1.1	-13	16	1
Cc1nn(-c2ccccc2)c2[nH]c(=O)c(CNCC3CCCO3)cc12 (centres undefined)	0.99	27	6	8	9	1.1	-6	0	1
NC(=O)[C@H]1CC2(CC(c3cccc(NC(=O)[C@H]4CCC(=O)N4)c3)=NO2)CN1C(=O)c1ccccc1 (some centres undefined)	0.87	0	-4	-10	-15	0.85	14	22	13
COc1ccccc1NC(=O)COc1ccc(/C=N/NS(=O)(=O)c2ccc(C)cc2)cc1	1	-33	3	19	7	1.2	-21	13	0
N#Cc1ccc(OCC(=O)NCCN2CCOCC2)cc1	1	-10	5	7	4	1.2	-17	-10	-4
Cn1c(=O)c(C(=O)N2CCc3ccccc32)cc2cccnc21	0.93	-1	-12	5	-1	1	-1	8	7
CCCC(=O)Nc1cccc(-c2cn3cccnc3n2)c1	1	1	-6	-1	15	1.1	-10	-14	-4
O=C1CCCC(O)=C1N=Nc1c(Cl)cc(Cl)cc1Cl	1	-6	-18	9	19	0.95	5	7	0
Cc1ccc(C=NCc2ccncc2)c(O)c1	0.89	6	9	-3	1	1.1	-12	-9	11
N#CCSCC(=O)Nc1ccc(Cl)cc1	0.88	-2	5	2	6	1	-2	-19	12
C[C@H](NC(=O)c1ccco1)C(=O)Nc1cc(S(=O)(=O)N2CCCC2)ccc1OCC(F)(F)F	1	-1	-1	6	-6	0.98	2	-1	-1
Cc1ccc(-n2c(C)cc(C(=O)CSc3nnc4ccccn34)c2C)cc1	1	1	16	12	22	1.1	-8	7	0
O=C(NC(=S)Nc1ccccn1)c1cc(-c2ccccc2)nc2ccccc12	0.87	0	47*	20	36	0.89	11	3	13
COc1ccc(/C=C(\NC(=O)c2ccccc2)C(=O)N/N=C/c2cccnc2)cc1	1.1	-8	13	9	10	0.87	13	-4	-8
CN(CCC1CCOCC1)C(=O)CC1C(=O)NCCN1Cc1ccccc1F (centres undefined)	0.98	-3	-2	10	8	0.95	5	8	2
CC(C)n1cc(CN2CCN(C)C(CCO)C2)c2ccccc21 (centres undefined)	1.1	2	1	22	4	1	-4	1	-8
Nc1nc(SCc2ccc([N+](=O)[O-])cc2)c2ncn(C3OC(CO)C(O)C3O)c2n1 (centres undefined)	0.98	-3	-12	1	13	0.94	6	11	2
Cc1cc(=O)c2c(C)ccc(C)c2[nH]1	0.95	-5	6	15	-12	0.9	10	-5	4
O=C(NNC(=S)NC1CCCCC1)c1ccc2c(c1)OCO2	0.93	12	-6	15	27	0.97	3	-9	7
Cc1scc(C(=O)O)c1-c1c(C(=O)O)csc1C	0.99	-9	-12	-3	3	0.93	7	0	1
COc1ccc(C(=O)COC(=O)c2sc(C)nc2C)cc1Cl	1	4	16	16	23	1.1	-9	5	-3
CC1(c2ccc(Cl)cc2)NC(=O)N(CC(=O)NCc2ccc(F)cc2)C1=O (centres undefined)	1	-2	-21	-1	7	1	-3	7	-1
CC(=O)Nc1ccc(S(=O)(=O)N(C)CC(=O)OC(C)C(=O)N(C)Cc2ccccc2)cc1 (centres undefined)	0.94	-5	0	-5	2	1	-3	3	6
CC(C)C(C(=O)N1CCN(Cc2ccccc2)CC1)c1ccccc1 (centres undefined)	0.99	13	32	-31	50*	1	-4	11	1
COc1ccc(NC(=O)CSc2nnc(-c3ccccn3)n2-c2ccccc2)cc1OC	0.99	0	-5	3	23	0.9	10	-4	1
CCC1CCCCN1CCCNC(=O)CCC(=O)N1CC(C)Oc2ccccc21 (centres undefined)	1.1	-12	-9	14	18	1	-2	15	-6
C/C=C/C(=O)Nc1nnc(C2CCCCC2)s1	1.1	-1	22	-7	18	0.87	13	12	-8
O=C(c1c(F)c(F)c(F)c(F)c1F)N(Cc1ccccc1)Cc1ccccc1	0.88	6	6	-2	16	0.93	7	25	12
O=C(O)/C=C/C(=O)Nc1nccs1	0.96	-3	15	16	18	1	-2	6	4
c1ccc2cc(OCCOCCOc3ccc4ccccc4c3)ccc2c1	1.1	0	-3	-6	4	1	0	-5	-6
c1ccc(Nc2ncnc3sccc23)cc1	1	-4	13	17	-4	0.98	2	6	-2
O=C(COC(=O)/C=C/c1ccccc1)NCc1ccc2c(c1)OCO2	0.93	-5	12	-6	22	0.97	3	-7	7
CC(=O)c1c(O)cc(=O)n(-c2ccccc2)c1-c1ccc(Cl)cc1	1	3	-6	-10	18	1.1	-7	7	-4
C=CCn1c(Cc2csc(N)n2)nnc1SCc1ccc(C(=O)OC)cc1	0.96	-9	16	14	-8	1	-3	-4	4
O=C(N/N=C/c1cccnc1)C(=O)N1CCCCCC1	1.1	-10	-17	-7	-15	0.94	6	-8	-6
CC(C)(C)OC(=O)CNC(=O)c1nc[nH]c1C(=O)NCc1ccc(CNC(=O)OC(C)(C)C)cc1	0.92	5	13	8	-17	1.4	-40	16	8
COC(=O)c1ccc(C(=O)OC)c(NC(=O)Oc2ccccc2)c1	0.92	-7	6	13	11	1	-2	11	8
O=C(CN1C(=O)CC(c2ccco2)Sc2ccccc21)NCC1CCCO1 (centres undefined)	0.94	-7	5	18	9	0.94	6	4	6
CCN1CCN(C(c2cccs2)C(C)NC(=S)Nc2cccc(C)c2C)CC1 (centres undefined)	1.1	-5	11	6	6	0.98	2	3	-8
COc1ccc(S(=O)(=O)N2c3ccccc3NC(=O)CC2C)cc1 (centres undefined)	1	2	5	13	-11	1.1	-7	-1	-2
CCCCC(=O)NC1=NC(=O)C(C)(C)S1	0.91	7	-1	2	16	1	-4	-21	9
Remaining list, next part.
SMILES	mIAP act	ATG4B inhibitor	TIM10 inh	NALP3 yeast inh	tim10-1 inh	hIAP activ	hIAP block	Apaf-1 inh	mIAP inh
S=c1[nH]nc(-c2cccnc2)n1/N=C/c1ccco1	0.98	9	4	13	16	1	-4	-11	2
O=C(CN1CC(=O)Nc2ccccc21)Nc1ccc(F)c(F)c1	1	2	-6	14	-17	1.1	-10	1	-5
CN=c1scc(C)n1/N=C/c1cc(Br)c(O)c(OC)c1	1	-2	29	19	24	0.99	1	-21	-4
CC(C)(C)OC(=O)C[C@H]1C/C=C\C[C@H](CC(=O)NCCO)C(=O)N[C@@H](c2ccccc2)COC1=O	1	-4	-1	2	-13	0.93	7	-3	-4
CCOC(=O)CNC(=O)CSc1nc(-c2ccc(C)cc2)ns1	1.1	-4	27	-1	22	0.97	3	-14	-6
CCC(=O)Nc1ccc(C(=O)OCC(=O)c2cccs2)cc1	1.1	-3	-7	16	6	1.1	-7	-2	-8
Cc1ccccc1N(Cc1cc(=O)[nH]c2ccccc12)C(=O)CCl	0.97	.	-4	1	16	0.99	1	0	3
CC1CCN(c2nc(-c3ccccc3O)nc3ccccc23)CC1	0.91	-8	19	5	20	1	-3	-8	9
Cc1ccc(NC(=O)COC(=O)COc2ccc(Cl)cc2)c([N+](=O)[O-])c1	1.1	-8	8	4	11	1.2	-21	4	-8
CCOC(=O)N1CCC(N2CCN(Cc3ccccc3)C(CCO)C2)CC1 (centres undefined)	0.98	4	-11	10	11	1.3	-26	3	2
O=C(NC(Cc1ccccc1)C(=O)O)/C(=C\c1ccccc1)NC(=O)c1ccco1 (centres undefined)	0.92	0	0	28	-3	1	-3	3	8
O=C(Cc1ccsc1)NNC(=O)c1cccc(Cl)c1	0.96	1	0	0	-14	0.95	5	6	4
O=C(NCc1ccco1)c1cc2n(n1)C(C(F)(F)F)CC(c1ccc(F)cc1)N2 (centres undefined)	0.94	-3	7	6	9	0.94	6	1	6
O=C(CCc1nnc2ccc(NCc3ccco3)nn12)Nc1ccc(F)cc1F	0.86	-12	0	0	1	1.1	-12	-10	14

Some of these compounds in order of SMILES length, ascending:
SMILES	mIAP act	ATG4B inhibitor	TIM10 inh	NALP3 yeast inh	tim10-1 inh	hIAP activ	hIAP block	Apaf-1 inh	mIAP inh
S=c1[nH]nc(-c2cccnc2)n1/N=C/c1ccco1	0.98	9	4	13	16	1	-4	-11	2
O=C(CN1CC(=O)Nc2ccccc21)Nc1ccc(F)c(F)c1	1	2	-6	14	-17	1.1	-10	1	-5
Cc1ccc(NC(=O)COC(=O)COc2ccc(Cl)cc2)c([N+](=O)[O-])c1	1.1	-8	8	4	11	1.2	-21	4	-8
CC(C)(C)OC(=O)C[C@H]1C/C=C\C[C@H](CC(=O)NCCO)C(=O)N[C@@H](c2ccccc2)COC1=O	1	-4	-1	2	-13	0.93	7	-3	-4
